tim10-1 inh – growth inhibitors of tim10-1 mutant yeast, primary screen, luminescence, uHTS; S. cerevisiae tim10-1 ts strain growth, BacTiter-Glo, 24 h; inhibition, % at 20 µM; hit rate 2.2% among 330,000; AID 463190, 2010;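 active = inhibition of at least 40%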;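 also: mutant grown at 25 °C; 0% = DMSO wells with yeast and 100% = wells holding no yeast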
A3G deaminase – APOBEC3G DNA deaminase inhibitors, primary screen, biochemical, fluorescence, single-stranded DNA substrate, uHTS | hit rate 0.28% among 330,000 | inhibition, % at 20 µM | DNA dC->dU-editing enzyme APOBEC-3G (Homo sapiens), Q9HC16 | recombinant A3G, ssDNA deamination FAM/TAMRA fluorescence | AID 493012, 2011;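 active = inhibition of at least 40% at 20 µM, with no more than 30% in the related APOBEC3A deaminase screen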;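 also: plate controls were DMSO wells with A3G for no effect and wells lacking A3G enzyme for full effect; some compounds called inactive have numbers as strong as hits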
mIAP block – inhibitors of mouse IAP, primary screen, biochemical, luminescence, uHTS. intestinal alkaline phosphatase [Mus musculus]. hit rate 0.2% among 330,000. purified mouse IAP, CDP-Star luminescence, 30 min. inhibition, % at 10 µM;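 active = inhibition of at least 40% at 10 µM in the primary screen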;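 also: plate controls were DMSO with enzyme for no effect and no enzyme wells for full effect; values of inactives mirror those of a sister screen read the other way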
A3A deaminase – APOBEC3A ssDNA deaminase inhibitors, primary screen, selectivity assay for APOBEC3G inhibitor project, biochemical, FAM/TAMRA oligo cleavage fluorescence; hit rate 0.41% among 330,000; recombinant A3A, FAM/TAMRA ssDNA deamination fluorescence; inhibition, % at 20 µM; DNA dC->dU-editing enzyme APOBEC-3A (Homo sapiens), P31941;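 active = at least 40% inhibition at 20 µM here, with at most 30% in a related deaminase screen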;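 also: plate controls were A3A with DMSO for no effect and wells lacking A3A enzyme for full effect; some results filed as inactive read as strong as hits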
Target sequence (P31941 whole entry, looked up): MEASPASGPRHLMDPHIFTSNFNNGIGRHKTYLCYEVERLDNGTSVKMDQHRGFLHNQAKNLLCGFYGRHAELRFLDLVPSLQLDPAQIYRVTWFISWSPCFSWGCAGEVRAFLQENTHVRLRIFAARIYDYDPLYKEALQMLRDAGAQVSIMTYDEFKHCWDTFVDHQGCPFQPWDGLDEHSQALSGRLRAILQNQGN
hIAP inh – human IAP inhibitors, primary screen, biochemical, luminescence, uHTS; Intestinal-type alkaline phosphatase (Homo sapiens), P09923; purified IAP, CDP-Star luminescence, 30 min; inhibition, % at 10 µM; hit rate 0.12% among 330,000;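 active = inhibition reaching a set limit with compound at 10 µM in the primary screen, cut at about 35% in these data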;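 also: plate controls were DMSO wells with enzyme for no effect and no-enzyme buffer wells for full effect; values of inactives mirror those of a sister screen read the other way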
Target sequence (P09923 whole entry, looked up): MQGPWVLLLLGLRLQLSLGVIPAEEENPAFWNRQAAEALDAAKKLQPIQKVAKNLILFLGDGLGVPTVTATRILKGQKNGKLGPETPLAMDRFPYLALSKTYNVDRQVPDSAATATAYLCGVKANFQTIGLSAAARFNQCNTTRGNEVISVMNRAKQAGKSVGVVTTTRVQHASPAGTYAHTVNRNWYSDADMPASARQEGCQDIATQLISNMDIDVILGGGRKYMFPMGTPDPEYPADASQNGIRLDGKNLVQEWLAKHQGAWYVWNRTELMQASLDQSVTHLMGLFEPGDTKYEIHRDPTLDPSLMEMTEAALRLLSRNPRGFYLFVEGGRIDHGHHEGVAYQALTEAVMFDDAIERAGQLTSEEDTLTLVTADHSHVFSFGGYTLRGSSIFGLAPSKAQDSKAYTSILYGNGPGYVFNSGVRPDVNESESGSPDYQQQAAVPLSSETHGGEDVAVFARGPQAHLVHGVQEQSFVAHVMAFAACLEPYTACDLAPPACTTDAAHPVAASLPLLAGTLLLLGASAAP
NLRP3 yeast inh – NALP3 inflammasome inhibitors in reconstituted yeast, primary screen, luminescence, uHTS; Yeast reconstituted NLRP3/ASC/caspase-1, beta-gal luminescence, 24 h; inhibition, % at 10 µM; hit rate 0.39% among 330,000; AID 2825, 2010;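 active = inhibition of 50% or more; inactive = inhibition below 50%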;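 also: plate controls were induced DMSO wells for no effect and uninduced yeast grown without galactose for full effect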
TIM10 inh – growth inhibitors of isogenic TIM10 control yeast, primary screen, counter-screen for tim10-1 yeast inhibitor project, luminescence, uHTS; inhibition, % at 10 µM; AID 463195, 2010; hit rate 1.4% among 330,000; S. cerevisiae TIM10 strain growth, BacTiter-Glo luminescence, 24 h;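 active = inhibition of 40% or more at the single tested concentration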;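 also: wild-type TIM10 isogenic control strain grown at permissive 25 °C; 0% = DMSO yeast wells and 100% = minimal medium wells without yeast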
mIAP activ – activators of mouse IAP, primary screen, biochemical, luminescence, uHTS. intestinal alkaline phosphatase [Mus musculus]. muIAP, CDP-Star luminescence, 30 min; stronger effect = higher value; 1 = vehicle-only enzyme signal, 0 = enzyme-free wells. activation factor at 10 µM. hit rate 0.24% among 330,000. AID 2805, 2010;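 active = activation factor of at least 2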; also: the source names both 10 and 20 µM as test concentration; values of inactives mirror those of a sister screen read the other way
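System: Mouse IAP enzyme | Also added: CDP-Star substrate | Dosing: Compounds dispensed in DMSO | Schedule: 30 min enzyme-substrate-compound incubation at room temperature | Technique: Chemiluminescence readout | Control set: DMSO-only wells and no-enzyme negative control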
MIN6 prolif – inducers of MIN6 beta-cell proliferation, primary screen, ATP luminescence, uHTS | MIN6 cells proliferation, ATPlite luminescence, 48 h; cells starved in 0.2% serum; 100% = growth in 10% serum | proliferation, % at 10 µM | hit rate 0.29% among 330,000;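 active = compounds whose signal lies at least 3.5 SD above the mean of all wells on their plate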;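 also: 0% = DMSO-treated cells in low-serum medium and 100% = 10% serum control; some compounds called inactive have numbers as strong as hits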
* hit, by the source's call; . = not tested or not shown.

SMILES	tim10-1 inh	A3G deaminase	mIAP block	A3A deaminase	hIAP inh	NLRP3 yeast inh	TIM10 inh	mIAP activ	MIN6 prolif
C=C(C)Cn1c(CCNC(=O)C(C)(C)C)nc2ccccc21	4	-5	3	-1	20	-2	4	0.97	1
OC(c1ccccc1)C(O)c1ccccc1 (stereo not drawn)	0	-1	-18	1	-18	-58	15	1.2	0
CCOc1ccc(Br)cc1S(=O)(=O)Nc1ccc(N2CCOCC2)cc1	6	-2	2	-1	10	5	8	0.98	0
C/C(=N/Oc1nc(C)cc(C)n1)c1ccccc1	5	-5	5	-2	14	10	6	0.95	-1
O=C(CNC(=O)c1cccs1)Nc1ccncc1	-15	-7	-4	-5	6	-3	-9	1	5
Cc1ccccc1NC(=O)NCCCCc1ccccc1	15	-7	-21	-3	0	31	4	1.2	-4
Cc1c(OC(C)C(=O)NCc2ccccn2)ccc2c3c(c(=O)oc12)CCC3 (stereo not drawn)	20	-6	3	-6	-16	13	15	0.97	1
Cc1nc2sc(C(c3ccco3)N3CCN(c4ccccc4)CC3)c(O)n2n1 (stereo not drawn)	0	-3	3	-3	5	12	-4	0.97	3
O=C(Nc1ccn(-c2ccccc2)n1)c1ccccc1Br	1	-5	1	3	2	22	-1	0.99	-1
O=C(CCC(=O)NC1CCCCCC1)Nc1nnc(C(F)(F)F)s1	12	-8	6	-1	20	0	-5	0.94	0
OCC1(Cc2ccc(F)cc2)CCCN(Cc2ccc(F)cc2Cl)C1 (stereo not drawn)	28	-4	-3	-5	-1	7	10	1	-4
O=C(Nc1nccs1)c1ccccc1N=Cc1ccccc1	-10	-6	-24	-4	3	15	-2	1.2	-3

Sorted by formula weight (descending): part of the list above.
SMILES	tim10-1 inh	A3G deaminase	mIAP block	A3A deaminase	hIAP inh	NLRP3 yeast inh	TIM10 inh	mIAP activ	MIN6 prolif
CCOc1ccc(Br)cc1S(=O)(=O)Nc1ccc(N2CCOCC2)cc1	6	-2	2	-1	10	5	8	0.98	0
Cc1nc2sc(C(c3ccco3)N3CCN(c4ccccc4)CC3)c(O)n2n1 (stereo not drawn)	0	-3	3	-3	5	12	-4	0.97	3
Cc1c(OC(C)C(=O)NCc2ccccn2)ccc2c3c(c(=O)oc12)CCC3 (stereo not drawn)	20	-6	3	-6	-16	13	15	0.97	1
OCC1(Cc2ccc(F)cc2)CCCN(Cc2ccc(F)cc2Cl)C1 (stereo not drawn)	28	-4	-3	-5	-1	7	10	1	-4
O=C(Nc1ccn(-c2ccccc2)n1)c1ccccc1Br	1	-5	1	3	2	22	-1	0.99	-1
O=C(Nc1nccs1)c1ccccc1N=Cc1ccccc1	-10	-6	-24	-4	3	15	-2	1.2	-3
C=C(C)Cn1c(CCNC(=O)C(C)(C)C)nc2ccccc21	4	-5	3	-1	20	-2	4	0.97	1
O=C(CNC(=O)c1cccs1)Nc1ccncc1	-15	-7	-4	-5	6	-3	-9	1	5
C/C(=N/Oc1nc(C)cc(C)n1)c1ccccc1	5	-5	5	-2	14	10	6	0.95	-1
OC(c1ccccc1)C(O)c1ccccc1 (stereo not drawn)	0	-1	-18	1	-18	-58	15	1.2	0

(more compounds)
SMILES	tim10-1 inh	A3G deaminase	mIAP block	A3A deaminase	hIAP inh	NLRP3 yeast inh	TIM10 inh	mIAP activ	MIN6 prolif
Cc1cc(/C=N/O)c(C)n1-c1ccccc1	17	0	-10	-2	-13	15	-2	1.1	-1
COc1cccc(CC2CC(=O)N(CCc3ccc4c(c3)OCO4)C2=O)c1 (stereo not drawn)	-4	-6	4	2	2	21	-34	0.96	-2
COc1ccc2c(c1)C(=NO)c1cc(OC)ccc1-2	38	0	12	-1	14	44	45*	0.88	-3
CN(C)C(=O)c1ccc2c(c1[N+](=O)[O-])C(=O)c1ccccc1C2=O	71*	2	12	0	9	36	69*	0.88	-6
COc1ccc(NC(=S)N(CCN2CCOCC2)Cc2cc3cc4c(cc3[nH]c2=O)OCO4)cc1	5	-8	-1	-3	11	-3	12	1	2
COc1ccc(OCc2cc(C(=O)NCC3CCCCO3)no2)c(Cl)c1 (stereo not drawn)	17	-7	-1	-5	-2	9	9	1	0
O=C(O)c1ccc(OCC(F)(F)F)nc1	-10	-5	6	-2	21	0	-12	0.94	-1
CCCN1CCN(S(=O)(=O)c2ccc(-c3cc(C)no3)s2)CC1	-4	-1	-1	-2	11	31	6	1	-2
C(=C\n1nnc2ccccc21)/c1ccccn1	-14	-9	-5	-4	14	53*	-5	1.1	0
Fc1cc2[nH]c(=S)[nH]c2c(Br)c1N1CCSCC1	19	-2	12	-2	-20	13	13	0.88	2
COc1ccc(-c2cc(-c3ccccc3)n3ncnc3n2)cc1	49*	-2	-3	-2	-17	36	31	1	-2
COc1cc(-c2nnc(COC(=O)CSCC(=O)Nc3cc(C)on3)o2)cc(OC)c1OC	-13	-9	1	-5	-8	29	-3	0.99	6
N/C(=N\OC(=O)Oc1ccccc1)c1cccc([N+](=O)[O-])c1	2	-2	12	1	-4	14	-8	0.88	0
CC1c2[nH]c3ccccc3c2C[C@H]2C(=O)N(CCCO)CC(=O)N12 (stereo partly drawn)	2	-6	-1	0	-9	12	-5	1	-1
Cc1cc(C)nc(SCC(=O)OCC(=O)N(C)c2c(N)n(Cc3ccccc3)c(=O)[nH]c2=O)n1	1	-3	8	-1	-8	10	1	0.92	3
O=c1cc(CN2CCN(S(=O)(=O)c3ccccc3)CC2)nc2ccc(Cl)cn12	20	-1	-2	0	-7	14	2	1	-1
CCNC(=S)Nc1cc2oc3ccccc3c2cc1OC	1	-5	-11	-4	-10	29	18	1.1	-7
CC1CCCN(S(=O)(=O)c2ccc(NC(=O)C3CCN(C(=O)C(C)(C)C)CC3)cc2)C1 (stereo not drawn)	10	-2	-26	-2	16	6	5	1.3	2
O=C(CCCOc1ccc(Cl)cc1Cl)NCCCn1ccnc1	12	-4	6	-1	-15	7	11	0.94	-2
CCC(C)NC(=O)CCC(=O)Nc1ccc2nc(N3CCOCC3)cc(C)c2c1 (stereo not drawn)	11	0	5	1	-2	11	11	0.95	-2
COC(=O)CCC(=O)OC1(C)C(=O)C=C2C=C(C3CC3)N(CCN3CCOCC3)C=C2C1=O (stereo not drawn)	4	-5	0	-3	14	4	12	1	7
CCN1C[C@@H]2[C@@H]3C(=O)N(Cc4ccccc4)C(=O)[C@@H]3[C@](C)(C(=O)OC)N2C1=NC	15	10	6	7	.	.	12	0.94	.
O=C(CSc1ncccn1)NCCc1ccccc1	6	0	0	6	3	-10	-1	1	-1
CC(=O)Nc1c2c(nn1-c1cccc(Cl)c1)CS(=O)(=O)C2	10	-5	2	-3	-17	-7	-7	0.98	-3
Cn1c(NCCc2ccccc2)cc(=O)n(C)c1=O	-5	-5	-5	-3	-9	0	-9	1.1	-3
COc1cc(C(=O)Nc2ccccc2N2CCOCC2)ccc1OCc1c(C)noc1C	14	-2	-8	1	14	4	12	1.1	-2
Cn1nc(C(C)(C)C)c(NC(=O)c2sccc2Cl)c1C(C)(C)C	20	-4	-1	-4	-4	27	9	1	-3
CCCc1cc(N2CCCC(C(=O)Nc3ccc(OC)cc3OC)C2)n2ncnc2n1 (stereo not drawn)	10	-8	9	-3	3	10	12	0.91	3
Cc1cc(=O)n(-c2ccc3ccccc3n2)[nH]1	54*	-6	8	0	6	26	13	0.92	-4
COc1cccc(-c2nnn(CC(=O)O)n2)c1	-8	-6	9	5	15	5	-4	0.91	-2
O=C(Nc1ccc(C(=O)N2CCCC2)cc1)c1ccc2c(c1)OCO2	20	-6	-4	-2	-2	9	-2	1	-1
COc1ccc(C(=O)NNC(=O)c2ccc3ccccc3n2)cc1	-3	-9	13	2	-48	18	8	0.87	-8
CC1CCC(NC(=O)CCNC(=O)c2ccccc2)CC1 (stereo not drawn)	1	-8	9	0	7	4	12	0.91	2
Cc1onc(C(=O)NC(C)c2ccccc2)c1[N+](=O)[O-] (stereo not drawn)	5	-3	3	-3	10	9	-1	0.97	-1
COC(=O)c1cc2c(cc1[N+](=O)[O-])OCO2	5	-2	7	3	0	4	1	0.93	-2
Cc1sc2nc(CSc3ccccc3)nc(N3CCOCC3)c2c1C	3	-1	11	-1	7	22	6	0.89	0
Cc1ccc([N+](=O)[O-])cc1NC(=O)C(C)N1CCCCC1 (stereo not drawn)	5	7	5	0	-7	18	0	0.95	3
Cc1cc(C)c2nc(SCC(=O)Nc3cc(C)on3)c(C)cc2c1	-7	-9	-12	-5	-12	7	-12	1.1	-1
CC1(C)OC(c2ccccc2)=C/C(=C/C=N/NC(=O)c2ccncc2)O1	21	-5	20	-1	3	-7	10	0.8	-3
N#Cc1nc(-c2ccc(F)cc2)oc1NCCN1CCOCC1	-13	-5	7	-2	3	16	1	0.93	-2
CCOc1ccc(Br)cc1CNCCN1CCOCC1	4	-6	-12	-6	-13	-3	-6	1.1	0
CC1(C)CCC(=O)N2CC[C@H]3C[C@H](OC(=O)Nc4ccc5c(c4)OCO5)C[C@@H]1[C@H]32	0	-6	-21	2	-6	27	9	1.2	11
COC(=O)c1sccc1NC(=O)c1ccc(Cl)cc1	-3	-7	-2	-4	-7	6	-9	1	-2
CCCCCCSc1cc(-c2nc3cc(C)ccn3c2NCCCC)ccc1OC	25	9	-16	1	5	23	14	1.2	-8
Cc1ccc(NC(=O)CN(C)C(=O)C(C)OC(=O)c2ccccc2NCCO)cc1 (stereo not drawn)	-1	-11	-5	-1	6	14	0	1.1	-1
Cc1ccccc1NC(=O)C(C)Sc1nnc(-c2ccncc2)n1CC1CCCO1 (stereo not drawn)	-8	-7	5	-2	2	4	0	0.95	-1
CCOc1ccc(CNCCNC(=O)c2nonc2N)cc1	-5	-5	-19	2	-7	22	-9	1.2	-1
CCCCOc1ccccc1C(=O)NCC(=O)O	9	-6	4	-3	5	15	-1	0.95	1
COc1ccc(OC)c(-c2nnc(SCC(=O)NC3CCCCC3)o2)c1	1	-8	1	-2	-6	18	1	0.99	-5

From PubChem
